APEX1 inh – qHTS Assay for Inhibitors of the Human Apurinic/apyrimidinic Endonuclease 1 (APE1); DNA repair nuclease/redox regulator APEX1 (Homo sapiens), P27695; recombinant APE1, TAMRA/BHQ-2 abasic DNA cleavage fluorescence; Potency, µM (top dose mostly 65.8 µM), for inactives: at the top dose activity change, negative = inhibition, actives largely listed as inhibitors; 0.35% of 350,000 active;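 also: potency is read from the fitted curve at half-maximal effect; plate controls were vehicle for no effect and reference inhibitor for full effect; nearly all actives have a fitted effect of over 55% in size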
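APE1 at 0.75 nM final was preincubated with compound 15 min at room temperature, then 50 nM double-stranded THF abasic-site substrate (5'-TAMRA/3'-BHQ-2) was added. Fluorescence (ex 525/em 598 nm) was read kinetically; third-minus-first read gave activity.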
POLB inh – qHTS Assay for Inhibitors of DNA Polymerase Beta; P06746; Pol beta primer extension/strand displacement, fluorescence kinetic; Potency, µM (top dose mostly 114 µM), for the others: top-dose activity change, negative = inhibition, most hits filed as inhibitors; 1.3% of 340,000 active; AID 485314, 2010; also: potency is read from the fitted curve at half-maximal effect; % is scaled to controls: 0 for no effect and ±100 for the full control effect
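Kinetic readout of DNA synthesis with strand displacement by Pol beta. Compound and 10 nM enzyme sit 15 min at room temperature; 50 nM substrate starts the reaction, read immediately and at 10 min.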
Pol kappa inh – qHTS for Inhibitors of Polymerase Kappa | DNA polymerase kappa (Homo sapiens), Q9UBT6 | purified Pol kappa, fluorescent DNA synthesis assay, 10 min | Potency, µM (top dose mostly 107 µM), inactives show at the top dose activity, negative = inhibition, most hits filed as inhibitors | 0.53% of 400,000 active | AID 588579, 2011; also: potency is read from the fitted curve at half-maximal effect; % is scaled to controls: 0 for no effect and ±100 for the full control effect
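Fluorescent qHTS in 1536-well format: enzyme (10 nM) and compound sat 15 min at room temperature before 50 nM substrate (final) was added. Signal taken at 0 and 10 min; no-enzyme buffer wells were negative controls.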
Anesthetic bind – qHTS Assay for Identification of Novel General Anesthetics. apoferritin/1-aminoanthracene competitive binding, fluorescence. Potency, µM (highest dose often 77.5 µM), without a hit: top-dose activity change, negative = displacement, hits mostly inhibitors. 0.074% of 350,000 active; also: potency is read from the fitted curve at half-maximal effect; % is scaled to controls: 0 for no effect and ±100 for the full control effect; nearly all actives have a fitted effect of over 20% in size
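Horse-spleen apoferritin (10 uM) was mixed with 50% saturated 1-aminoanthracene in PBS, exposed to compounds for 10 min at room temperature, and read for fluorescence (ex 380 nm, em 535 nm). Competitive displacement was fitted with a four-parameter Hill equation.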
Pol iota inh – qHTS for Inhibitors of Polymerase Iota | DNA polymerase iota (Homo sapiens), Q9UNA4 | Pol iota fluorescent replication assay, 10 min | Potency, µM (doses to about 115 µM), for the others: top-dose activity, negative = inhibition, hits mostly inhibitors | 1% of 390,000 active | AID 588590, 2011; also: potency is read from the fitted curve at half-maximal effect
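Pol iota at 10 nM preincubated 15 min with compounds at room temperature; reaction started with fluorescent substrate, 50 nM final. Fluorescence read kinetically at 0 and 10 min; buffer-only wells as negative control.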
Tb PGK inh – qHTS Assay to Find Inhibitors of Phosphoglycerate Kinase. PGK/GAPDH coupled, Kinase-Glo luminescence, 60 min. Phosphoglycerate kinase, glycosomal (Trypanosoma brucei brucei), P07378. AID 602233, 2012. 0.043% of 380,000 active. Potency, µM (doses to about 57.5 µM), for the others: at the highest dose activity change, negative = inhibition, most hits filed as inhibitors; also: potency is read from the fitted curve at half-maximal effect; % is scaled to controls: 0 for no effect and ±100 for the full control effect; nearly all actives have a fitted effect of over 60% in size
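Luminescent ATP detection (Kinase-Glo Plus) follows a 60-minute room-temperature incubation, with wells lacking PGK as controls. Buffer: 100 mM TEA (pH 7.6), 5 mM MgCl2, 0.01% Tween-20. Coupling enzyme GAPDH (100 nM final) supplies unstable 1,3-BPG in-well.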
POLH inh – qHTS for Inhibitors of Polymerase Eta; recombinant Pol eta, fluorescent DNA replication assay; DNA polymerase eta (Homo sapiens), Q9Y253; Potency, µM (titrated, usually from 114 µM), for inactives: at the highest dose activity change, negative = inhibition, most hits filed as inhibitors; 1.2% of 390,000 active; also: potency is read from the fitted curve at half-maximal effect; % is scaled to controls: 0 for no effect and ±100 for the full control effect
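Pol eta (10 nM) was preincubated with compounds for 15 min at room temperature, after which fluorescent replication substrate (50 nM final) was added to start the reaction. Fluorescence was read kinetically at 0 and 10 min.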
BLM helicase inh – qHTS Assay for Inhibitors of Bloom's syndrome helicase (BLM); RecQ-like DNA helicase BLM (Homo sapiens), P54132; recombinant BLM DNA unwinding, fluorescence dequenching; Potency, µM (series often up to 56.1 µM), for the others: at the top dose activity change, negative = inhibition, actives largely listed as inhibitors; 0.2% of 350,000 active;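 also: potency is read from the fitted curve at half-maximal effect; plate controls were vehicle for no effect and no enzyme for full effect; nearly all actives have a fitted effect of over 35% in size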
Target sequence (P54132 whole entry, looked up): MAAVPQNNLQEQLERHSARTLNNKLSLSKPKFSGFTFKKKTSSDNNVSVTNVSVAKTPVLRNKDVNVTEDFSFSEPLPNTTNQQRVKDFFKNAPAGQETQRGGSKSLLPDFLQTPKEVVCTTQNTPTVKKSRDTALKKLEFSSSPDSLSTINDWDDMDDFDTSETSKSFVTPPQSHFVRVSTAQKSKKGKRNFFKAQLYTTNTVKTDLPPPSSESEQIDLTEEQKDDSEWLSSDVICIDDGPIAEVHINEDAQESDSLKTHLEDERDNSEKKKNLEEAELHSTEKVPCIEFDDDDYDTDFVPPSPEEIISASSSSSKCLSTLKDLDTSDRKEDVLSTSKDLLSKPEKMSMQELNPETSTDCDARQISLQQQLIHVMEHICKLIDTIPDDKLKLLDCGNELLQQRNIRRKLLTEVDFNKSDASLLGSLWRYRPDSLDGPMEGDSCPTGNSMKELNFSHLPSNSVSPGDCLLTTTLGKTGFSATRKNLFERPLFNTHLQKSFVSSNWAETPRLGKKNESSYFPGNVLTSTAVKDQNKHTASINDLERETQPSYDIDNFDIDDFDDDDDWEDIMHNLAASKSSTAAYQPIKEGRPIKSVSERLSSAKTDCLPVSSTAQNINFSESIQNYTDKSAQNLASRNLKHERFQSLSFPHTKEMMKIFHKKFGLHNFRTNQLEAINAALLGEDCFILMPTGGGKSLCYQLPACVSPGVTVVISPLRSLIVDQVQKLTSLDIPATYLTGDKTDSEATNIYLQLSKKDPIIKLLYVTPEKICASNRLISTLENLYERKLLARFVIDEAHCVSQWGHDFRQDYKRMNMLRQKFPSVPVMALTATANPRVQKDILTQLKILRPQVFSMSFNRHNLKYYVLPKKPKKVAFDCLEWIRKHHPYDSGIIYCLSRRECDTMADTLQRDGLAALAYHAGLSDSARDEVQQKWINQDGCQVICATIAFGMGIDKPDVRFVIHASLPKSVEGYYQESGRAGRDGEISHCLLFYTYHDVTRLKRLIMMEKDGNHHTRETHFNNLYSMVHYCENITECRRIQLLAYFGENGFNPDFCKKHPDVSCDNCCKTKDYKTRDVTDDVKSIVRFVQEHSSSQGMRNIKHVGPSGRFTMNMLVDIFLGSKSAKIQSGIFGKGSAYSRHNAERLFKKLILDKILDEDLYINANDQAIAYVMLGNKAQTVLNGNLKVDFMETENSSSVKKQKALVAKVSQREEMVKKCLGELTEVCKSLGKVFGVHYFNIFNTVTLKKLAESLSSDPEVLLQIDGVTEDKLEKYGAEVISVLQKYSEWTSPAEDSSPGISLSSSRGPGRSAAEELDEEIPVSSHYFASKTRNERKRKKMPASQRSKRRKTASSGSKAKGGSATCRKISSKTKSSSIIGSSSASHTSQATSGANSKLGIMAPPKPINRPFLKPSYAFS
RXFP1 antag – qHTS Assay for Antagonists of the Relaxin Receptor RXFP1; HEK293-RXFP1, relaxin-stimulated cAMP HTRF, 30 min; hits give low values; 0.59% of 350,000 active; Relaxin receptor 1 (Homo sapiens), Q9HBX9; activity change, negative = inhibition, % at 57.5 µM; AID 1259400, 2018;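 active = activity change of -60% or lower, but not beyond a set lower limit; inconclusive = change between -60% and -40%, or beyond the set limit; inactive = change above -40%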; also: % is scaled to controls: 0 for no effect and ±100 for the full control effect
* marks the source's active call; other numbers are inactive results; i = inactive; ? = inconclusive; . = no result given; & = joins results of further samples; [ ] = remark or other dose. Unless noted, calls follow the shape of the dose curve; as a rule, active = well fitted curve in the direction sought with a large enough effect; inconclusive = small, poorly fitted or top-dose-only effect, or another doubt; inactive = no such curve, though single readings can be large; an effect the other way counts as inactive or inconclusive.

Compound	APEX1 inh	POLB inh	Pol kappa inh	Anesthetic bind	Pol iota inh	Tb PGK inh	POLH inh	BLM helicase inh	RXFP1 antag
CNS(=O)(=O)c1cccc(C(=O)OCC(=O)NC2CCCC2)c1	-6%	3%	-2%	2%	16%	6%	-16%	-4%	5
Cc1ccc(S(=O)(=O)N2[C@@H](c3ccc(C#N)cc3)C(C(=O)O)=C[C@H]2CC2CCCC2)cc1	19%	.	7%	.	-22%	0%	-10%	.	.
Clc1cccc(Cl)c1CON/C=N/c1ncnc2sccc12	0%	-25%	-1%	-5%	21%	-3%	2%	-5%	-5
Cc1ccc(NC(=O)NCCOCCn2c(=O)oc3ccccc32)cc1C	.	27%	3%	-10%	-4%	-5%	-1%	1%	.
COc1cc(/C=C/C(=O)Nc2nc3ccc(S(=O)(=O)N(C)C)cc3s2)cc(OC)c1OC	-6%	61%	-5%	-7%	11%	i	0%	5µM*	-7
CN1C(=O)CCC1c1cccnc1 (stereo not given)	4%&18%&0%	6%[57.1 µM]	7%[19.4 µM]	-1%	4%[58.9 µM]	.	-6%[57.1 µM]	-8%&0%&-5%	.
CN(Cc1ccccc1)C(=O)[C@@H]1CCCN1S(=O)(=O)c1ccc(Cl)cc1	68%	19%	-4%	-1%	16%	-9%	-14%	-4%	-8
C[C@]12CCC(O)CC1CCC1C2CC[C@]2(C)C(c3cc(C(F)(F)F)n[nH]3)CCC12 (stereo not given in full)	-3%	15%	13%	1%	-16%	-10%	-17%	-10%	-7
CC(OC(=O)c1ccc(S(=O)(=O)N(C)c2ccccc2)cc1)C(=O)NCCC1=CCCCC1 (stereo not given)	1%	2%	-17%	-21%	9%	1%	?	-8%	-17
N#Cc1c(N2C(=O)C3C4C=CC(C4)C3C2=O)sc2c1CCC2 (stereo not given)	2%	-6%	-11%	?	6%	-1%	3%	-7%	13
O=[N+]([O-])c1ccc(-c2ccc(/C=N/n3cnnc3)o2)c(Br)c1	31%	?	-3%	-14%	?	i	-3%	2%	-2
C/C(=N/OC(=O)c1c(-c2c(Cl)cccc2Cl)noc1C)c1cnccn1	6%	35%	-4%	?	12%	-1%	-19%	-7%	10

(next part)
Compound	APEX1 inh	POLB inh	Pol kappa inh	Anesthetic bind	Pol iota inh	Tb PGK inh	POLH inh	BLM helicase inh	RXFP1 antag
CC(Oc1ccc(Cl)cc1Cl)c1nc(-c2ccc(NC(=O)c3ccncc3)cc2)no1 (stereo not given)	-2%	-3%	-14%	-3%	-13%[58.9 µM]	i	-1%	-9%	4
CSCC[C@H](NC(=O)C1CCN(C(=O)[C@@H](N)Cc2ccccc2)CC1)C(=O)O	29%	-1%	9%[60.1 µM]	0%	-29%	-5%	-7%	0%	2
CCOC(=O)c1ccc(NC(=O)N2CCCCC2)cc1	0%	25%	7%	-11%	-6%	-5%	-15%	-3%	-1
CCC(CC)C(=O)NCCNC(=O)C(CC)CC	-1%	-22%	4%	-6%	6%	7%	-4%	-3%	-1
CC(Sc1nnnn1C)C(=O)NC(=O)NC1CCCCC1 (stereo not given)	-1%	7%	-16%	-19%	-20%	-1%	-17%	1%	-2
COc1ccc(CNC(=O)C(=O)NCC(c2ccco2)S(=O)(=O)c2ccc(Cl)cc2)cc1 (stereo not given)	.	2%	-3%[60.1 µM]	?	15%	-8%	-10%	1%	-9
CCOc1ccc(CCNC(=O)CCc2nnc3ccc(N4CCCCC4)nn23)cc1OCC	28%	5%	-7%	-19%	32%[activator]	i	-10%	1%	5
O=C1NN(c2ccc(Cl)cc2)C(=O)/C1=C\c1ccc(-c2cccc(C(=O)O)c2)o1	7.9µM*	10µM*	20µM*	2%	8.9µM*	-29%	4.5µM*	-26%	-27
COc1ccc([N+](=O)[O-])cc1NC(=O)C(C)OC(=O)CN1C(=O)C2CC=CCC2C1=O (stereo not given)	-12%	.	-3%	.	?	6%	-6%	.	0
CCCSCCCNC(=O)c1ccccc1NC(=O)C1=CSCCO1	4%	-28%	-3%	-13%	21%	-5%	-19%	-6%	-1
CCOC(=O)C(NC(C)=O)C(=O)Nc1ccc(C(C)C)cc1 (stereo not given)	5%	2%	-12%	-5%	41%[activator]	-1%	4%	-4%	?
Cc1cc(C(=O)N2CCN(S(C)(=O)=O)CC2)cs1	-5%	25%	-11%	-17%	16%	-1%	-9%	-1%	3

An excerpt from above in order of their number in Anesthetic bind, rising.
Compound	APEX1 inh	POLB inh	Pol kappa inh	Anesthetic bind	Pol iota inh	Tb PGK inh	POLH inh	BLM helicase inh	RXFP1 antag
CC(Sc1nnnn1C)C(=O)NC(=O)NC1CCCCC1 (stereo not given)	-1%	7%	-16%	-19%	-20%	-1%	-17%	1%	-2
Cc1cc(C(=O)N2CCN(S(C)(=O)=O)CC2)cs1	-5%	25%	-11%	-17%	16%	-1%	-9%	-1%	3
CCOC(=O)c1ccc(NC(=O)N2CCCCC2)cc1	0%	25%	7%	-11%	-6%	-5%	-15%	-3%	-1
CC(Oc1ccc(Cl)cc1Cl)c1nc(-c2ccc(NC(=O)c3ccncc3)cc2)no1 (stereo not given)	-2%	-3%	-14%	-3%	-13%[58.9 µM]	i	-1%	-9%	4
CSCC[C@H](NC(=O)C1CCN(C(=O)[C@@H](N)Cc2ccccc2)CC1)C(=O)O	29%	-1%	9%[60.1 µM]	0%	-29%	-5%	-7%	0%	2

Quoted at random: two records from the list, in no set order.
Compound	APEX1 inh	POLB inh	Pol kappa inh	Anesthetic bind	Pol iota inh	Tb PGK inh	POLH inh	BLM helicase inh	RXFP1 antag
CC(Sc1nnnn1C)C(=O)NC(=O)NC1CCCCC1 (stereo not given)	-1%	7%	-16%	-19%	-20%	-1%	-17%	1%	-2
Cc1cc(C(=O)N2CCN(S(C)(=O)=O)CC2)cs1	-5%	25%	-11%	-17%	16%	-1%	-9%	-1%	3

(list continues)
Under each structure – APEX1 inh	POLB inh	Pol kappa inh	Anesthetic bind	Pol iota inh	Tb PGK inh	POLH inh	BLM helicase inh	RXFP1 antag
COc1cc(C(=O)NCC2CCCO2)cc(OC)c1OC (stereo not given)
→ 0%	4%	-7%	6%	?	i	-7%	4%	8
Cc1ccc(COc2ccsc2C(=O)NNC(N)=S)cc1
→ -1%	1%	6%	-6%	-3%	i	-13%	-4%	-4
CC1=Nn2c(nnc2-c2ccc(F)cc2)SC1
→ 1%	7%	8%	0%	29%	-10%	-16%	1%	5
O=C(C1CCN(S(=O)(=O)c2cnc[nH]2)CC1)N1CCN(Cc2ccc3c(c2)OCO3)CC1
→ 3%	0%	4%	-3%	?	-11%	-8%	1%	9
COc1cccc(CNC(=O)CCCN2C(=O)CSc3c2c(C)nn3-c2ccccc2)c1
→ .	-9%	0%	-4%	17%	i	-18%	2%	.
COc1ccc(CNCCS(=O)(=O)NC2CCCCC2)cc1
→ .	.	-13%	.	-15%	-1%	-1%	.	.
CC(=O)c1cccc(NC(=S)NC(=O)CC(C)C)c1
→ 0%	7%	-9%	-23%	?	5%	-18%	-2%	-18
COc1ccc(C(C(=O)NC(C)(C)C)N(Cc2cccs2)C(=O)CCC(=O)Nc2cc(C)on2)cc1 (stereo not given)
→ -10%	29%	-8%	-17%	9%	-5%	-4%	-3%	-2
COc1ccnc(-n2cccc2/C=N/O)c1C#N
→ -2%	35%	1%	-6%	34%[activator]	8%	-17%	-2%	1
Cc1c(CC(=O)N2CCN(C(=O)C3COc4ccccc4O3)CC2)c(=O)oc2c(O)c(O)ccc12 (stereo not given)
→ -77%	0.79µM*	7.1µM*	-16%	3.2µM*	8.9µM*	2µM*	8.9µM*	-5
COc1cc(C(=O)NCCc2c[nH]c3ccccc23)ccc1OCc1c(C)noc1C
→ 8%	32%[activator]	2%	-6%	49%[activator]	i	-25%	-3%	-5
CCOC(=O)N1CCN(c2nc3ccccc3nc2C(C#N)C(=O)NCCc2ccccc2)CC1 (stereo not given)
→ -11%	13%	-21%	-11%	-3%	i	-6%	-9%	1
CC1Cc2ccccc2N1Cc1cc(=O)n2ccsc2n1 (stereo not given)
→ 8%	-13%	-3%	1%	?	0%	-8%	-2%	2
CC1CCN(S(=O)(=O)c2ccc(N/N=C(/C#N)C(N)=O)cc2)CC1
→ 3%	25%	-11%	?	-6%	-1%	-15%	-2%	-9
COc1ccc(NC(=O)c2nc[nH]c2C(=O)Nc2ccccc2C)cc1
→ -8%	14%	-13%	-8%	11%	-2%	-6%	-1%	1
Cc1nc(NCc2ccccc2)sc1C(=O)Nc1ccccc1
→ -3%	-10%	-2%	4%	30%[activator]	2%	-10%	-3%	-20

Only part of the results is shown (hit frequency here may not be typical).
